hcGAS lum: human cGAS inhibition. 290,000 compounds, 0.081% hits. recombinant h-cGAS, ATP depletion, Kinase-Glo luminescence. inhibition, % at 12.5 µM;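 further: 0% = vehicle reaction and 100% = reaction without DNA for no activity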
Target sequence (Q8N884 whole entry, looked up): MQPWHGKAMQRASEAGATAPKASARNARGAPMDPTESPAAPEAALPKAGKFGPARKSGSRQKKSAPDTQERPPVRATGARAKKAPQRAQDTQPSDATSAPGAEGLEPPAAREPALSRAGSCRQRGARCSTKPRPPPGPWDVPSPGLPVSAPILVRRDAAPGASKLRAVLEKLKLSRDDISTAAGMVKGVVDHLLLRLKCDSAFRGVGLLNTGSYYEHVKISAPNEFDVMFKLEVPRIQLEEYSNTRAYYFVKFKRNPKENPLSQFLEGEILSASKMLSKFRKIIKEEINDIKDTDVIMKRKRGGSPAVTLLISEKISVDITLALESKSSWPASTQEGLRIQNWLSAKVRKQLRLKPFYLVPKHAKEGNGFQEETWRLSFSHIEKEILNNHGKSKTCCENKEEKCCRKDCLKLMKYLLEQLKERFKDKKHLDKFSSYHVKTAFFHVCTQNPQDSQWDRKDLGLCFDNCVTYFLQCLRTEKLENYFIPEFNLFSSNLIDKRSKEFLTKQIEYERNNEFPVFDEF
NPYLR7 ag: mosquito NPYLR7 agonism; HEK293T NPYLR7/Galpha15, GCaMP6s calcium fluorescence; activation, % at 10 µM; 270,000 compounds, 0.15% hits; AID 1259423; in the data active means activation above about 40%;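 further: 0% = vehicle and 100% = reference agonist at the receptor; some compounds past the cut are filed as inactive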
mcGAS inh: blocks mouse cGAS activity; Q8C6L5; recombinant cGAS, Kinase-Glo ATP depletion luminescence; inhibition, % at 12.5 µM; 160,000 compounds, 0.15% hits;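 further: 0% = negative control wells and 100% = reference inhibitor with no enzyme activity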
Numbers without * were called inactive; . = not tested or not shown; & = joins results of further samples. Unless noted, no stated cut-off is given here; in the data, active means inhibition above about 40%; inactive means the rest.

The opening six records, to show the layout:
mol | mcGAS inh | NPYLR7 ag | hcGAS lum
Cc1cc(C)n2nc(C)c(C(=O)NC3C4CCCC3CN(C3CC3)C4)c2n1 (stereo unspecified) | . | -2 | -6
O=C(CCl)Nc1cc2c(cc1[N+](=O)[O-])OCCCO2 | -4 | 13 | -8
CCOC(=O)C(=Cc1ccc(C)s1)c1nc2sc(C)c(C)c2c(=O)[nH]1 | -9 | 6 | -6
CN(c1ccc(OC(=O)Nc2ccccc2)cc1)S(=O)(=O)c1ccc2ccccc2c1 | . | 3 | 2
CC(C#N)Sc1nnc(NC2CCCCC2)s1 (stereo unspecified) | . | 4 | -8
COc1cc(/C=C2\C(=N)N3N=C(c4cccc(C)c4)SC3=NC2=O)ccc1OS(C)(=O)=O | . | 1 | -7

All compounds of this part, from the start:
mol | mcGAS inh | NPYLR7 ag | hcGAS lum
Cc1cc(C)n2nc(C)c(C(=O)NC3C4CCCC3CN(C3CC3)C4)c2n1 (stereo unspecified) | . | -2 | -6
O=C(CCl)Nc1cc2c(cc1[N+](=O)[O-])OCCCO2 | -4 | 13 | -8
CCOC(=O)C(=Cc1ccc(C)s1)c1nc2sc(C)c(C)c2c(=O)[nH]1 | -9 | 6 | -6
CN(c1ccc(OC(=O)Nc2ccccc2)cc1)S(=O)(=O)c1ccc2ccccc2c1 | . | 3 | 2
CC(C#N)Sc1nnc(NC2CCCCC2)s1 (stereo unspecified) | . | 4 | -8
COc1cc(/C=C2\C(=N)N3N=C(c4cccc(C)c4)SC3=NC2=O)ccc1OS(C)(=O)=O | . | 1 | -7
O=C(c1ccc(Nc2c(Oc3ccccc3)cnn(Cc3ccccc3)c2=O)cc1)N1CCOCC1 | -4 | 11 | -3
COc1ccccc1NC(=O)Nc1ccc(-c2csc3nc(C)cc(=O)n23)cc1 | -2 | -2 | 2
CCOC(=O)CN(CP(N)(=O)OC)S(=O)(=O)c1ccc(C)cc1 (stereo unspecified) | . | 3 | -5
COc1ccccc1CCNc1nc(CN2CCN(C(=O)c3ccco3)CC2)nc2ccccc12 | -12 | 16 | -8
CC1(C)CN(CC(=O)NCC#N)c2cccc(Cl)c21 | -17 | 2 | -16
Cc1ccc(C2CC(c3cccc(C)c3)=NN2C(=O)CN(C)c2ccccc2)cc1 (stereo unspecified) | -3 | 5 | -4
CN1CCN(C(CNC(=O)NCc2cccc3ccccc23)c2ccsc2)CC1 (stereo unspecified) | -7 | 9 | -9
Cc1ccc(C(CNc2ccc(S(=O)(=O)N3CCCC(C)C3)cc2[N+](=O)[O-])N2CCOCC2)o1 (stereo unspecified) | -4 | 8 | -7
O=c1[nH]c(CN2CCc3ccccc3C2)nc2cc(Cl)ccc12 | . | 4&-15 | -4&-6
O=C(NCCOc1ccccc1)c1cc2n(n1)CCN(Cc1ccc(C(F)(F)F)cc1)C2=O | -5 | 14 | -3
CCc1cccc2c(C(CC(=O)NC(C)c3ccccc3)c3ccc(Cl)c(Cl)c3)c[nH]c12 (stereo unspecified) | 0 | 0 | 6
Cc1cnc(C(NC(=O)CC2CCOc3ccccc32)C2CC2)s1 (stereo unspecified) | . | -24 | -2
Cc1[nH]n(-c2ccc(F)cc2)c(=O)c1C1=C(N(C)Cc2ccccc2)C(=O)N(c2ccccc2F)C1=O | -7&-7 | 5&10 | -10&-6
CC(=O)Nc1ccc(Cl)c(C(=O)Nc2cnc3n2CCCC3)c1 | . | 18 | -6
CC(C)(C)c1cc2nc(-c3ccccc3F)cc(C(=O)NC3CCCCC3)n2n1 | -8 | 4 | -3
Cc1[nH]n(-c2nc(-c3cccc([N+](=O)[O-])c3)cs2)c(=O)c1N=Nc1ccc(C(N)=O)cc1 | -7 | -7 | -4
COCCOc1ccc(-n2c(C)cn3c4c(=O)n(C)c(=O)n(C)c4nc23)cc1 | -3 | -3 | -1
O=C(NC(C(=O)N1CCCC1)C1CCN(C(=O)CCc2ccccc2)CC1)c1cccs1 (stereo unspecified) | -4 | 6 | -1
CN(Cc1cn(C)nc1-c1ccc(Oc2ccccc2)cc1)CC1CCOCC1 | -2 | 0 | 2
O=C(C1CC1)N(Cc1c(-c2ccccc2)noc1N1CCSCC1)C1CC1 | -6 | 7 | -3
COc1ccc(N2CCN(C(=O)c3cc(-c4ccccc4F)nc4cc(C(C)(C)C)nn34)CC2)cc1 | 16 | 18 | 0
O=c1c2ccccc2cnn1CN1CCN(S(=O)(=O)c2ccccc2F)CC1 | -3 | -3 | -1
CCn1c(SCC(=O)N/N=C\c2ccccc2F)nc2ccccc21 | -6 | 0 | -7
Cc1nn(CCO)cc1CN1CCC1c1ccc(F)cc1 (stereo unspecified) | -16 | 21 | -5
O=C(CSc1nc2ccccc2c(=O)n1C1CC1)NC1CCCCC1 | -4 | 4 | -3
COc1ccccc1-c1ccc2c(c1)C(C)(Cc1ccc(OC(F)(F)F)cc1)C(=O)N2 (stereo unspecified) | -2 | 1 | 1
CCOC(=O)c1ccc(N2CCN(Cc3c(C)nn(C)c3Cl)CC2)nc1 | . | -2 | 4
CCOC(=O)c1ccc(NC2=C(n3nnc4ccccc43)C(=O)c3ccccc3C2=O)cc1 | . | 2 | -7
Fc1ccc(C2CC(c3cccs3)=NN2c2ccccc2)cc1 (stereo unspecified) | 1 | -7 | -4
Cc1nn(CC(O)COc2ccc(Cl)cc2)c(=O)c2ccccc12 (stereo unspecified) | . | 2 | -7
c1cc(CN2CCOCC2)cc(C2NCCc3[nH]cnc32)c1 (stereo unspecified) | . | 7 | -6
Cc1[nH]c(=S)[nH]c1Cc1ccccc1 | . | 5 | -13
O=C1N[C@H](c2ccccc2)CO1 | -3 | 0 | -6
Cc1c2n(nc(CCO)c1=O)CCS2 | . | 9 | -5
COc1ccc(C)cc1S(=O)(=O)N1CCC2(CCCO2)CC1 | . | 15 | -7
CCc1nc2n(n1)C(=O)C(C(c1cccc(OC)c1)N1CC(C)OC(C)C1)S2 (stereo unspecified) | -7 | -6 | -6
CNC(=O)C1CN(C(=O)COc2cccc(Br)c2)c2ccccc2O1 (stereo unspecified) | -7 | -5 | -8
O=C(Nc1cccc(Oc2ccccc2)c1)c1ccc2nc(-c3ccccc3)c(-c3ccccc3)nc2c1 | 0 | -10 | -3
Cc1ccc(C(=O)NCc2ccnc(OC(C)CC(C)C)c2)c(=O)[nH]1 (stereo unspecified) | . | 2 | -17
CCN(CC)CCNc1nc2c(OC)ccc(OC)c2s1 | . | 3 | -6
CC(C)c1ccc(-c2nc(C(N)=O)c3[nH]c(=O)n(-c4ccc5c(c4)OCO5)c3n2)cc1 | -7 | -2 | -9
CCNc1ncc(C(=O)N2CCCC(OCc3cccnc3)C2)cn1 (stereo unspecified) | -9 | 23 | -5
OC1(c2ccc(OC(F)F)cc2)CN(c2ccccc2)C2=[N+]1CCCS2 (stereo unspecified) | . | 1 | -8
O=C(c1ccccc1)C1C(c2ccccc2)NC(=S)NC1(O)C(F)(F)F (stereo unspecified) | . | -2 | -2
COc1ccc(S(=O)(=O)Nc2ccc3c(c2)CN(C(=O)c2ccco2)CC3)cc1C | . | 10 | 0
Cn1c(Cc2cccs2)nnc1SCC(=O)c1ccc(Br)s1 | -4 | -3 | -4
CCCc1nnc(-c2cc3ccccc3n2Cc2ccccc2)o1 | -4 | -9 | 3
Cc1c(C(=O)O)cnn1-c1ccc(Br)cc1 | -6 | 5 | -12
Cc1ccc(C)c(N=c2scc(-c3ccccc3)n2N2CCOCC2)c1 | -8 | -5 | -7
CCCN(CC(=O)N(Cc1ccc(F)cc1)Cc1sccc1C)S(=O)(=O)c1c(C)cc(C)cc1C | -6 | -3 | -11
CCCc1nc(N2CCCN(C(=O)Nc3ccc(F)cc3F)CC2)c2c(C)nn(-c3ccccc3)c2n1 | -10 | . | -13
COC(=O)c1c2c(nc3c1c(-c1ccc(Cl)cc1)nn3C1CCS(=O)(=O)C1)CCC2 (stereo unspecified) | . | 8 | -8
CCOC(=O)C(=O)Nc1ccc(-c2cccc(-c3cccc(OC)c3)n2)cc1 | -4 | -6 | -2
Cc1[nH]n(-c2nc(-c3cccc([N+](=O)[O-])c3)cs2)c(=O)c1N=Nc1cc(Cl)ccc1Cl | -7 | -8 | -4

Remaining list, next part.
mol | mcGAS inh | NPYLR7 ag | hcGAS lum
Cn1cnc2cc(C(=O)N3CCCC(Nc4ccc(F)c(F)c4)C3)cnc21 (stereo unspecified) | -10 | 4 | 0
COCCCNC(=O)c1cc(NC(=O)Nc2ccc(OC)cc2OC)ccc1N1CCc2ccccc2C1 | -5 | 12 | -3
Cc1nnc(SCCCn2c(N3CCC(C)CC3)nc3c2c(=O)[nH]c(=O)n3C)s1 | -3 | 0 | 0
Cc1ccc(NC(=O)Cn2nc(C3CC3)c3cnn(-c4ccc(C)c(C)c4)c3c2=O)c(C)c1 | . | 9 | -6
CC1Cc2cc(-c3cc(COC(=O)Cc4noc5ccccc45)no3)ccc2O1 (stereo unspecified) | . | 0 | -4
CCNC(=O)c1cccc(-c2ccc(OC)c(OC)c2OC)c1 | . | 1 | -5
CCCN1CCC(NC(=O)C2(c3cccc(C)c3)CC2)CC1 | -7 | -2 | -15
N#Cc1ccc2ncc(C=C3SC(N4CCCCC4)=NC3=O)n2c1 | -15 | 4 | -4
CC(C)Oc1ccc(CN2CCC2(C)C(=O)Nc2cccc(NS(C)(=O)=O)c2)cc1 (stereo unspecified) | . | 4 | -6
NCCc1csc2nc(-c3cccc(F)c3)nn12 | . | 1 | -5
Cc1ccc(-c2csc3c(=O)[nH]cnc23)cc1 | -2 | -3 | -2
CSc1n[nH]c(-n2ccc3nc4ncnn4c(-c4ccccc4)c3c2=O)n1 | . | -10 | -6
Cc1c(Cl)cccc1OCC(=O)NCCc1cccc(C(N)=O)c1 | 0 | -4 | 4
CC(=O)Nc1ccc(S(=O)(=O)NC(=O)Cn2cc(COc3ccc4ccccc4c3)nn2)cc1 | . | 6 | -7
CC(=O)Oc1c(-c2ccc(NC(=O)c3ccc(Cl)cc3)cc2)c(-c2ccccc2F)nn1-c1ccc(F)cc1 | -4 | 15 | 1
CC(C)CCN1C(=O)C2(CCN(C(=O)C3CCOC3)CC2)Nc2ccccc21 (stereo unspecified) | -12 | 20 | -11
Cc1ccccc1CSc1nnc(-c2ccncc2)n1C | . | 7 | -4
CCOCCn1c2c(=O)n(C)c(=O)n(C)c2n2c(-c3ccc(OC)cc3)nnc12 | . | 7 | -2
CCn1cc(C(CC(=O)N2CCC(C)CC2)c2ccc(F)cc2)c2ccccc21 (stereo unspecified) | -4 | . | -6
CC(C)c1cc(C(=O)NCCCc2nc3ccccc3n2C)n(C)n1 | -14 | -5 | -4
Cc1cc(C)n(-c2ccc(N3CCN(C(=O)c4ccc5ccccc5c4)CC3)nn2)n1 | -9 | -5 | -7
c1cnc2c(-c3nccn3CCc3cnc[nH]3)cccc2c1 | . | -3 | -5
Cc1cc(O)c(SC(F)(F)C(F)C(F)(F)F)c(=O)o1 (stereo unspecified) | . | 5 | -3
COc1ccc(CNC(=O)c2cccnc2N2CCN(C(=O)c3ccc(N(C)C)cc3)CC2)cc1 | -7 | 27 | -6
COCCNC(=O)Cn1nc2c(c1NC(=O)c1ccc(-c3ccccc3)cc1)CSC2 | -2 | -4 | 0
O=C(/C=C/c1ccccc1)N(CCN1CCOCC1)CC(=O)N(Cc1ccc(F)cc1)Cc1ccco1 | -5 | -3 | -9
COCCN1C(=O)/C(=C/c2ccc(O)c(OC)c2)SC1=S | . | 50 | -34
CCc1nc2c(OCc3ccc(Cl)cc3Cl)cccn2c1N(C)C(=O)c1cccc(OC)c1 | -3 | 14 | -3
CN(CC(=O)Nc1sccc1C#N)Cc1ccccc1 | -6 | 5 | -11
CC(=O)NCc1ccc(-c2ccc(F)cc2Cl)nc1 | -13 | 4 | -1
Cc1cc(=O)c(C(=O)NCc2cccnc2)c2n1-c1ccccc1SC(c1ccc(F)c(F)c1)C2 (stereo unspecified) | -19 | -1 | 1
CCOc1ccc(C(C2Sc3nc(CC)nn3C2=O)N2CCCCC2)cc1 (stereo unspecified) | 3 | -1 | 10
CN(C)CCNC(=O)c1cnc(N2CCN(CCc3ccccc3)C2=O)o1 | . | 2 | -9
COc1cccc(C(=O)N(Cc2csc(COc3ccccc3C(C)C)n2)CC(C)C)c1 | -4 | -1 | -2
CCOc1ccc(C(C2Sc3nc(C)nn3C2=O)N2CCN(C)CC2)cc1 (stereo unspecified) | -7 | -1 | -6
CCN(CC(=O)Nc1ccccc1C(F)(F)F)Cc1nnnn1C1CC1 | . | 7 | -8
CCCC(=O)OCC(O)CN(Cc1ccco1)Cc1cccn1C (stereo unspecified) | -5 | 0 | -5
CCCNC(=O)N(C)CC1CCCN(CCc2ccc(Cl)cc2)C1 (stereo unspecified) | . | 10 | -11
Cc1ccc(C2c3cccn3CCN2C(=O)NC(C)(C)C)cc1 (stereo unspecified) | . | 7 | -5
COc1cccc(-c2ccc(NC(=O)C3CCCN(C4CCOCC4)C3)cc2)c1 (stereo unspecified) | . | 9 | -6
COc1ccc(CCN(CC2CCN(C)CC2)C(=O)C=C(C)C)cc1 | . | 5 | 2
O=C(NCc1ccco1)[C@@]1(OCc2ccccc2F)CC(OCc2cccc(OC(F)(F)F)c2)[C@H](O)[C@H](O)C1 (stereo partly specified) | -3 | 6 | -7
CCOCCn1c(=NC(=O)c2ccc(S(C)(=O)=O)cc2)sc2c(OC)ccc(OC)c21 | . | 3 | -12
COCCCN(CC(=O)N1CCc2sccc2C1c1ccc(Cl)cc1Cl)C(=O)c1cccc(Cl)c1 (stereo unspecified) | -4 | . | -5

Random excerpt: two compounds from above, in no set order.
mol | mcGAS inh | NPYLR7 ag | hcGAS lum
CCOCCn1c(=NC(=O)c2ccc(S(C)(=O)=O)cc2)sc2c(OC)ccc(OC)c21 | . | 3 | -12
CCCC(=O)OCC(O)CN(Cc1ccco1)Cc1cccn1C (stereo unspecified) | -5 | 0 | -5

From PubChem BioAssay
